From PubChem
M. tuberculosis = growth inhibition of non-replicating M. tuberculosis (AID 488890) | Mycobacterium tuberculosis non-replicating, growth inhibition; higher % means a stronger effect | inhibition, % at 25 µM, or IC50 in µM where a hit was titrated | hit rate 0.39% among 320,000; in the data active = a potency from the dose series; inconclusive = inhibition mostly from about 82% at the one dose, without a potency; inactive = the rest, 99 in 100 with inhibition below about 76%;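 also: plate controls were DMSO cells for no effect and high antibiotic wells for full effect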
Salmonella PhoP GFP = PhoP regulon inhibitors, Salmonella typhi PhoP promoter GFP reporter, confirmatory (AID 1850). hit rate 0.33% among 310,000. Salmonella Typhi PhoP-promoter GFP reporter, fluorescence, 4 h; higher % means a stronger effect. inhibition, % at 50 µM; hits with a dose series show IC50 in µM; in the data active = a potency from the dose series; inconclusive = inhibition mostly from about 25% at the one dose, without a potency; inactive = the rest, 99 in 100 with inhibition below about 19%;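 also: 0% = induced wells with vehicle and 100% = uninduced wells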
H1N1 NS1A inhibition = H1N1 influenza NS1A inhibitors, functional cell based assay (AID 504329); NS1A functional cell-based assay, percent inhibition; higher % means a stronger effect; inhibition, % at 12.5 µM, or IC50 in µM where a hit was titrated; hit rate 0.3% among 340,000; in the data active = a potency from the dose series; inconclusive = inhibition above about 27% without an active follow-up result; also: strong numbers were not always called active
inhibitors of VEEV = inhibitors of VEEV TC-83 cytopathic effect, confirmation, Vero cells (AID 588727). Vero cells, VEEV TC-83 cytopathic effect inhibition; higher % means a stronger effect. one-dose inhibition, % at 20 µM; IC50 in µM for titrated hits. hit rate 0.13% among 350,000; in the data active = a potency from the dose series; inconclusive = inhibition mostly from about 14% at the one dose, without a potency; inactive = the rest, 99 in 100 with inhibition below about 12%; also: strong numbers were not always called active
H37Rv inhibition = M. tuberculosis growth inhibition, HTS (AID 449762) | one-dose inhibition, % at 25 µM; IC50 in µM for titrated hits | M. tuberculosis H37Rv growth inhibition, 7H9 media; higher % means a stronger effect | hit rate 0.59% among 330,000; in the data active = a potency from the dose series; inconclusive = inhibition above about 70% without an active follow-up result;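 also: bacterial growth assessed after seven days of incubation; strong numbers were not always called active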
Starred values were filed as active, the others as inactive; i = inactive; ? = inconclusive; . = no result given.

SMILES	M. tuberculosis	Salmonella PhoP GFP	H1N1 NS1A inhibition	inhibitors of VEEV	H37Rv inhibition
O=C(NCC1CCCO1)c1ccc(NS(=O)(=O)c2cccs2)cc1 (stereo not drawn)	21.9%	5.3%	11.9%	0.1%	7.1%
COC(=O)C1=C(C)NC(C)=C(C(=O)OCC(C)C)C1c1ccccc1[N+](=O)[O-] (stereo not drawn)	?	2.9%	17.6%	8.5%	31.9%
CCCn1nnc(NC(=S)NC(=O)c2ccc(-c3ccc(Br)cc3)o2)n1	?	4.1%	12.7%	i	?
Cc1ccnc(NC(=S)NC(=O)c2ccco2)c1	21.2%	3.3%	-3.5%	3.4%	-4.3%
CCc1ccccc1OCCOc1ccc(C)cc1OC	7.6%	-3.0%	-3.3%	i	0.4%
CC(=O)N1c2ccc(S(=O)(=O)NCC3CCC(C(=O)N4CCCC(C)C4)CC3)cc2CC1C (stereo not drawn)	20.4%	-3.3%	-9.7%	0.7%	0.4%
COCCNC(=O)C(=O)NCC1OCCN1S(=O)(=O)c1cccs1 (stereo not drawn)	19.2%	-0.5%	9.9%	i	4.0%
Cc1ccc(Cl)cc1N1CCN(C(=O)CCS(=O)(=O)c2cccc3nonc23)CC1	75.8%	-5.9%	27.2%	3.0%	?
CCCS(=O)(=O)N1CCCC(C(=O)N2CCC3(CC2)OCCO3)C1 (stereo not drawn)	-2.4%	4.1%	-3.7%	i	-9.1%
COc1ccc(NC(=O)Cn2c(-c3ccccc3)cc(C(C)=O)c2C)c(OC)c1	-1.4%	-10.5%	12.7%	i	-1.6%
COc1ccc(NC(=O)CSC2=C(C#N)C(c3ccco3)C(C(=O)Nc3nc4ccccc4s3)=C(C)N2)cc1 (stereo not drawn)	38.5%	-7.3%	7.4%	5.6%	5.57µM*
CCC1(c2ccc(Cl)cc2)NC(=O)N(CC(=O)NC2(C#N)CCCCC2)C1=O (stereo not drawn)	46.0%	.	-16.1%	6.5%	2.4%
CCOc1ccc(Br)cc1CSC(=N)N	30.4%	-6.3%	-3.2%	1.8%	1.1%
CCCCC(OC(=O)c1cc2occc2n1C)C(=O)NCC1CCCO1 (stereo not drawn)	-10.8%	-10.8%	3.2%	i	-1.7%
O=C(Nc1ccc(Cl)c(Cl)c1)N1CCC(N2CCCCC2)CC1	-1.4%	-20.8%	13.2%	1.0%	4.3%

5 entries picked at random from those above, as already listed:
SMILES	M. tuberculosis	Salmonella PhoP GFP	H1N1 NS1A inhibition	inhibitors of VEEV	H37Rv inhibition
CCc1ccccc1OCCOc1ccc(C)cc1OC	7.6%	-3.0%	-3.3%	i	0.4%
Cc1ccc(Cl)cc1N1CCN(C(=O)CCS(=O)(=O)c2cccc3nonc23)CC1	75.8%	-5.9%	27.2%	3.0%	?
Cc1ccnc(NC(=S)NC(=O)c2ccco2)c1	21.2%	3.3%	-3.5%	3.4%	-4.3%
O=C(Nc1ccc(Cl)c(Cl)c1)N1CCC(N2CCCCC2)CC1	-1.4%	-20.8%	13.2%	1.0%	4.3%
COCCNC(=O)C(=O)NCC1OCCN1S(=O)(=O)c1cccs1 (stereo not drawn)	19.2%	-0.5%	9.9%	i	4.0%

Next entries follow.
SMILES	M. tuberculosis	Salmonella PhoP GFP	H1N1 NS1A inhibition	inhibitors of VEEV	H37Rv inhibition
CC(C)[C@H](NC(=O)c1ccc(Cl)cc1)C(=O)OCC(=O)N1CCN(c2ccccc2)CC1	76.0%	.	3.8%	i	?
O=C(CNC(=O)c1ccccc1F)NCC(c1cccs1)N1CCOCC1 (stereo not drawn)	-8.3%	.	-1.8%	0.5%	-3.5%
O=C(CN1C(=O)NC2(CCCCC2)C1=O)Oc1ccc2ccc(=O)oc2c1	-1.1%	.	-7.5%	1.7%	-2.0%
Cc1cc(C)cc(N2CCCn3c2nc2c3c(=O)n(CCN3CCOCC3)c(=O)n2C)c1	15.6%	2.7%	3.7%	4.6%	3.6%
O=C(CN1CCOCC1)Nc1ccccc1Sc1ccc(Cl)cc1	28.6%	-6.0%	-7.2%	4.7%	7.9%
COC(=O)c1c(NC(=O)C2C3C=CC(CC3)C2C(=O)O)sc(C)c1C (stereo not drawn)	11.2%	0.9%	-7.0%	i	4.9%
Nc1nc(N)nc(Cc2ccccc2O)n1	-21.2%	.	-3.0%	0.2%	-5.2%
O=C(Nc1ccc(Oc2cccnc2)cc1)C1CCCCN1Cc1ccc(CO)o1 (stereo not drawn)	-5.6%	-7.9%	20.1%	2.1%	2.8%
CCOC(=O)C1CCN(CC(=O)Nc2cc(C)nn2-c2nc3ccccc3s2)CC1	.	.	4.9%	0.5%	.
COc1ccc(/C=C/C(=O)c2ccncc2)c2ccccc12	2.7%	12.6%	-6.9%	7.8%	?
O=C(O)C(CCc1ccccc1)(Cc1ccccc1)C(=O)O	.	.	0.9%	5.5%	.
CCN1C(=O)CSC1=Nc1ccc(Cl)c(Cl)c1	15.8%	-2.0%	-10.9%	0.1%	-5.8%
Cc1c(CCO)c(=O)n(-c2ccccc2)n1S(=O)(=O)c1ccc(F)cc1	-8.6%	9.9%	-1.3%	1.2%	-0.6%
C[N+](C)=C1SCC(C)(/C=N/O)S1 (stereo not drawn)	9.2%	0.8%	-15.2%	0.6%	-6.2%
Cn1cc[n+](C)c1P(=S)(c1ccccc1)c1ccccc1	1.1%	-2.2%	-0.9%	1.1%	-1.7%

2 of these compounds, set out differently:
| Compound | M. tuberculosis | Salmonella PhoP GFP | H1N1 NS1A inhibition | inhibitors of VEEV | H37Rv inhibition |
| --- | --- | --- | --- | --- | --- |
| C[N+](C)=C1SCC(C)(/C=N/O)S1 (stereo not drawn) | 9.2% | 0.8% | -15.2% | 0.6% | -6.2% |
| Cn1cc[n+](C)c1P(=S)(c1ccccc1)c1ccccc1 | 1.1% | -2.2% | -0.9% | 1.1% | -1.7% |

Next part.
SMILES	M. tuberculosis	Salmonella PhoP GFP	H1N1 NS1A inhibition	inhibitors of VEEV	H37Rv inhibition
Cc1[nH]n(-c2ccccc2)c(=O)c1N=Nc1ccc(Cl)cc1	22.0%	-8.4%	2.0%	0.7%	-0.6%
O=C(CSc1nnc(-c2ccccc2)o1)N1CCCCC1	?	-1.6%	10.3%	0.3%	?
CCOC(=O)C1CCN(C(=O)Cn2nc(C)n3nc(-c4ccc(OC)cc4)cc3c2=O)CC1	3.0%	1.7%	-0.4%	0.5%	7.6%
CC(=O)NCCc1nc2cc(NC(=O)c3ccccc3)ccc2n1C	-0.5%	5.2%	0.6%	1.7%	10.4%
O=C(COc1ccccc1[N+](=O)[O-])Nc1cccnc1	-5.2%	-2.8%	5.0%	0.4%	-1.5%
COC(=O)c1ccc(-c2nc(CN3CCCN(C(=O)c4ccco4)CC3)c(C)o2)cc1	22.4%	-4.1%	5.8%	4.2%	-2.8%
Cc1nnc(Sc2cc(C(=O)NC3CC3)c3ccccc3n2)s1	2.8%	12.1%	4.8%	2.5%	-2.0%
COc1ccc(-n2c(C)cc(/C=C3/SC(=O)N(CC(=O)N4CCOCC4)C3=O)c2C)cc1	-7.4%	-6.8%	-8.2%	0.2%	-1.3%
COc1ccc(C(=O)N(C)C(C)c2ccon2)cc1OC1CCN(C(C)C)CC1 (stereo not drawn)	1.0%	-5.3%	-4.4%	0.6%	-0.3%
CC(=O)N1CC(=O)N(c2ccccc2)C1=O	-16.9%	-2.0%	-21.7%	1.1%	-2.6%
CCOC(=O)C1(C)/C(=N/Nc2ccccc2)C(=O)C(=O)N1c1ccccc1 (stereo not drawn)	17.3%	-6.3%	9.7%	3.7%	-6.6%
O=C(CCC1CCCC1)NNC(=O)c1cccc(Cl)c1	73.8%	-9.7%	0.5%	0.1%	0.6%
C/C(=N\NC(=O)c1nnn(-c2nonc2N)c1-c1ccc(Cl)c(Cl)c1)c1ccncc1	-4.4%	1.1%	-4.0%	4.8%	2.4%
O=C(NNC(=S)NC(=O)c1cccnc1)c1ccccc1	66.7%	4.5%	7.1%	2.7%	?
Cn1cc(C(=O)N/N=C/c2ccc(Br)c([N+](=O)[O-])c2)c2ccccc21	-12.9%	-4.4%	.	0.8%	6.4%
Cc1ccc(S(=O)(=O)N2CCCCC2CCNC(=O)C(=O)NCc2ccccc2C)cc1 (stereo not drawn)	14.7%	-5.9%	-6.5%	8.1%	7.7%
CC(C)Nc1cc(C(F)(F)F)nc(-c2ccccn2)n1	?	0.0%	-12.2%	1.5%	?
Cc1ccc(COC(=O)c2cc([N+](=O)[O-])ccc2N2CCOCC2)cc1	32.5%	-3.1%	-15.5%	6.9%	1.7%
CCOC(=O)c1cn2ccc(C)cc2n1	-5.8%	3.5%	-6.2%	0.5%	4.2%
C=C(C)C1CCC(C)=C1COC(=O)Nc1ccccc1 (stereo not drawn)	-13.3%	-20.6%	1.6%	3.6%	91.7%
O=[N+]([O-])c1ccccc1OCc1nc(-c2cccs2)no1	12.5%	2.2%	-5.6%	7.7%	5.5%
CCc1ccc(OCC(=O)c2c(O)c3ccccc3oc2=O)cc1	9.35µM*	14.2%	4.8%	1.7%	3.0%
CNC(=S)N1CCN(C(=O)c2ccco2)CC1	-10.8%	-6.2%	-1.2%	0.3%	0.9%
CCOc1ccccc1C=NNC(=O)C(=O)NN=Cc1ccccc1OCC	.	.	-0.6%	0.1%	.
CN=C1c2c(-c3ccccc3)c3cc(OC)ccc3n2CCN1C	42.0%	-5.1%	-5.0%	7.2%	-3.3%
Cc1ccc(S(=O)(=O)N(CCC#N)C2CCCCC2)c2nsnc12	7.8%	-0.2%	1.2%	1.2%	3.6%
COc1ccc2nc(NC(=O)c3cccc(S(=O)(=O)N4CCOCC4)c3)sc2c1	26.8%	-4.9%	-2.8%	8.7%	-0.9%
O=[N+]([O-])c1ccc(N2CCN(c3ccc(F)cc3)CC2)nc1	42.1%	6.5%	1.2%	0.2%	0.5%
CCOC(=O)Nc1ccc2c(COC(=O)c3ccccc3O)cc(=O)oc2c1	14.8%	9.9%	-6.0%	0.3%	4.6%
Fc1ccc(-c2nc3ccccn3c2NCc2ccc3c(c2)OCO3)cc1	-7.5%	-6.3%	-2.4%	8.8%	9.8%
CN1C(=O)C(=O)/C(=C(/O)c2ccc(Br)cc2)C1c1ccc(Cl)cc1 (stereo not drawn)	52.8%	2.1%	28.2%	i	-3.7%
CCn1c(CNC(=O)Cc2ccc(OC)cc2)n[nH]c1=S	12.5%	-5.5%	-4.2%	0.0%	7.9%
CCCCC(=O)N(c1ccc(OCC)cc1)C1C=CS(=O)(=O)C1 (stereo not drawn)	-7.4%	-8.1%	-0.4%	0.0%	-2.4%
CCNc1ccc(C(=O)OCC)cc1NC(=O)c1cccc(N(C)C)c1	32.6%	-2.8%	9.6%	i	8.0%
COc1cc2ccccc2cc1C(=O)N(CCN(C)C)c1nc2c(F)cccc2s1	7.8%	0.0%	6.8%	1.4%	5.2%
O=C(/C(=C/c1cccnc1)n1ccnc1)c1ccc(Cl)cc1Cl	15.7%	9.4%	-14.5%	1.4%	2.0%
CC1=C(C#N)c2nc(N)c(C#N)c(C)c2/C1=C\c1ccc(-c2ccccc2C(=O)O)o1	.	.	20.9%	1.2%	.
C=CC[N+]1(C)C2CCC1CC(O)C2 (stereo not drawn)	1.6%	3.0%	-9.9%	0.3%	2.2%
OC(COc1ccc(F)cc1)CN1CCN(CC(O)COc2ccc(F)cc2)CC1 (stereo not drawn)	14.3%	-12.2%	-15.2%	i	5.3%
CCN(CC)c1ccc(CNc2nc3ccccc3n2C)cc1	12.5%	36.0%	-7.5%	i	15.0%
COC(=O)c1ccc(Nc2nc(N3CCOCC3)nc(N3CCOCC3)n2)cc1	-3.4%	-5.8%	-0.8%	1.5%	2.1%
CC1=C(C(=O)OCc2ccccc2)C(c2cccs2)N2C(=O)CCSC2=N1 (stereo not drawn)	-1.9%	4.7%	13.1%	7.2%	-1.8%
CCOC(=O)c1ccc(NC(=S)NNC(=O)C2(C)CC2(Cl)Cl)cc1 (stereo not drawn)	34.9%	8.3%	-9.8%	2.5%	4.1%
COC(=O)c1ccc(N2NC(=O)/C(=C/c3cc(OC)c(O)c(OC)c3)C2=O)cc1	1.9%	4.0%	2.4%	1.4%	48.6%
COC(=O)/C(C#N)=C/c1c(N2CCN(c3ccccc3)CC2)nc2ccccn2c1=O	6.4%	-20.5%	-11.3%	6.6%	7.2%
CC1CC(=O)NN=C1c1ccc(N)c([N+](=O)[O-])c1 (stereo not drawn)	1.9%	-2.0%	-7.1%	0.6%	0.2%
Cc1cccc(NC(=S)NC(C)CCc2ccccc2)c1 (stereo not drawn)	?	-7.1%	16.2%	i	7.1%
